High-throughput results from PubChem BioAssay.
ERAP1 HTS inh = inhibitors of human ERAP1 aminopeptidase; Q9NZ08; recombinant ERAP1, Leu-AMC fluorescence, 60 min; inhibition, % at 10.7 µM; 340,000 compounds, 0.15% hits; AID 652197;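 active means mean replicate inhibition of at least 30%, or all replicates individually reaching that 30% level; inactive means mean below 30% and not every replicate reaching it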;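 further: 0% = neutral control wells and 100% = L-leucinethiol positive control wells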
Target sequence (Q9NZ08 whole entry, looked up): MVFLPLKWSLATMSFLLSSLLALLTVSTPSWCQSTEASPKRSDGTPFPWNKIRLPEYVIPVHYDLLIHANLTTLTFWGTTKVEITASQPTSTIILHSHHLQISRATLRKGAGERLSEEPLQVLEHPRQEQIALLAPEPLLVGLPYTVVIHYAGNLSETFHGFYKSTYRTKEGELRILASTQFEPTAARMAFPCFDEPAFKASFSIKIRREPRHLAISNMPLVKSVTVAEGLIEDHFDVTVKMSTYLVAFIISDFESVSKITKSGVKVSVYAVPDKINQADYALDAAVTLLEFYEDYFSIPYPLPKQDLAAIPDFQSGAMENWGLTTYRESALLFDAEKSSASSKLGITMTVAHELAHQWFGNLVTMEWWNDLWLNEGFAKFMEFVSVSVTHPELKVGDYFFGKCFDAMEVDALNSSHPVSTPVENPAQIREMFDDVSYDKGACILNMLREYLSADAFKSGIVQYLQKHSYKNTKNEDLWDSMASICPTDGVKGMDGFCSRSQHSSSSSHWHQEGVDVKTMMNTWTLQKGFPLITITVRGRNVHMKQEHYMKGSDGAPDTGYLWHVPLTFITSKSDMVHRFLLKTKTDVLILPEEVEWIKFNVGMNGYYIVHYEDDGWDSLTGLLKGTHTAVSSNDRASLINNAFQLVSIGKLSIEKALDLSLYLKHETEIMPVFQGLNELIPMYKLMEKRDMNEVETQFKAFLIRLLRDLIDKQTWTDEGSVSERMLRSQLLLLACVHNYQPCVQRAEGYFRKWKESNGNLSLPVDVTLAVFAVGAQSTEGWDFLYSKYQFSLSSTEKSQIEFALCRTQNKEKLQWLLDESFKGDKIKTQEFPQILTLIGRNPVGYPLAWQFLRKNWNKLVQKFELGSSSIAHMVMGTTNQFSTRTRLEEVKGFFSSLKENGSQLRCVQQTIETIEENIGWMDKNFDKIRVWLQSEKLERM
FN deposition inh = fibronectin deposition inhibition; AH1F fibroblasts, Alexa488-fibronectin deposition fluorescence, overnight; 350,000 compounds, 0.086% hits; inhibition, % at 12.6 µM;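 active means mean inhibition across replicates of 30% or more, regardless of how many single replicates reach that level; inconclusive means mean under 30% yet at least half of replicates reach 30%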;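 further: positive control wells lacked labelled fibronectin entirely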
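Material: AH1F fibroblast monolayer depositing Alexa488-labelled fibronectin into matrix / Amount: 10000 AH1F cells per well / Signal: fluorescence 485/525 nm / Medium: DMEM, 2% serum / Compound: single dose, pinned / Incubation: 1 h cell adhesion before compound, then overnight fibronectin incubation / Reagent: Alexa488-FN, 24 nM final / Read-out: inhibition of fibronectin deposition signal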
EWS-Fli block = blocks EWS/Fli oncoprotein-driven transcription. 350,000 compounds, 0.67% hits. inhibition, % at 12.6 µM. A673 NR0B1-luciferase reporter, viability-normalised;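 active means mean inhibition of at least 50% after viability correction, with every replicate also passing that limit; inconclusive means mean reaches 50% but only one of two replicates passes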;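 further: firefly luciferase signal divided by Alamar Blue viability fluorescence both relative to DMSO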
PGC1a acetyl inh = PGC1a acetylation modulation, inhibitor mode; 350,000 compounds, 0.17% hits; U2OS PGC1a acetylation, AlphaScreen anti-acetyl-lysine; with virally co-expressed GCN5 acetyltransferase; inhibition, % at 15.6 µM; AID 651687;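 active means every replicate shows inhibition of at least 40%; inconclusive means mean inhibition at least 40% but some replicate below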;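 further: 0% = neutral control wells and 100% = positive control wells; some results beyond the cut were filed as inactive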
PAX8 reporter = lowers PAX8-driven luciferase in RMG-I cells; RMG-I TPO-luciferase reporter, SteadyGlo, 24 h; inhibition, % at 12.6 µM; 360,000 compounds, 1.2% hits;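 active means mean replicate inhibition at least 60% with every replicate also reaching 60%; inconclusive means only one of the two criteria is met; inactive means mean below 60% and not all replicates reaching 60%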;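 further: luciferase light reporting Pax8 driven TPO promoter activity; plate controls were median of neutral control wells for no effect and mitoxantrone controls for full effect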
LGR2 antag = inhibitors of bursicon-induced Drosophila LGR2 receptor cAMP signaling | HEK293 LGR2, CRE-luciferase, bursicon-stimulated, 4 h | inhibition, % at 9.99 µM | 380,000 compounds, 0.35% hits | AID 720647;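 active means drop in luminescence signal, shown as inhibition above about 50% in the replicate tests, limit read from the data, passing the limit was not always enough; inconclusive means probably only some replicates passing the limit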;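 further: agonist challenge used bursicon conditioned medium at about half maximal strength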
S100A4 MyoIIA = inhibitors of human S100A4 binding to myosin IIA peptide; P26447; 360,000 compounds, 0.14% hits; inhibition, % at 10.7 µM; S100A4/TAMRA-MyoIIA peptide fluorescence polarization;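 active means mean inhibition of at least 70% across replicates, with every replicate also reaching that level; inconclusive means mean inhibition reaches 70% but some replicates fall short; inactive means mean inhibition below 70%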
Target sequence (P26447 whole entry, looked up): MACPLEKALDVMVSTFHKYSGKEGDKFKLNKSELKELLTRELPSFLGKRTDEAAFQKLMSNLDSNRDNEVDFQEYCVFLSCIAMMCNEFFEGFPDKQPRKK
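assay system = human S100A4 monomer with TAMRA-labelled myosin IIA peptide | also added = labelled myosin peptide probe, 5 nM | incubation = 5 min between mix addition and reading | control set = DMSO and TFP controls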
PglD inh = blocks C. jejuni PglD acetyltransferase activity; inhibition, % at 12.5 µM; 360,000 compounds, 0.098% hits; purified PglD enzyme, DTNB colorimetric CoA detection; in the data active means inhibition above about 16%, passing the limit was not always enough; inconclusive means no clear call, values can overlap the other calls; further: strong numbers were not always called active
The depositor's hits bear a star; u = inconclusive; x = no result given.

SMILES	ERAP1 HTS inh	FN deposition inh	EWS-Fli block	PGC1a acetyl inh	PAX8 reporter	LGR2 antag	S100A4 MyoIIA	PglD inh
COC(=O)c1cc(O)cc(OC)c1Oc1cc(C)cc(O)c1C(=O)O	x	x	31	-4	x	-6	-5	0
Cn1c(=O)c2c(nc(CN3CCN(Cc4ccccc4)CC3)n2CCN2CCOCC2)n(C)c1=O	x	2	x	4	6	x	x	-7
O=C(Oc1cccnc1)c1cccc(Cl)c1	8	x	-2	10	x	9	u	-4
O=C(/C=C/NCc1cccnc1)c1ccc(Br)cc1	1	3	-57	x	-50	-52	3	x
O=C1CN(Cc2ccc(F)cc2)C[C@@H]2[C@H](c3ccc(Br)cc3)[C@@H](CO)N12	-2	x	2	-5	5	-8	-1	x
CC(O)CN1CC(O)=C(c2nc3ccccc3s2)C1=N (stereo unspecified)	-3	11	-17	x	-7	-4	-1	-3
CC(=O)Nc1ccc(S(=O)(=O)NC2(C(F)(F)F)C(=O)Nc3c2c(=O)[nH]c(=O)n3Cc2cccnc2)cc1 (stereo unspecified)	-5	x	-7	15	16	-1	4	1
Cc1cc(OCCn2nc(C(=O)O)c3ccccc3c2=O)ccc1C(C)C	-3	2	-15	-3	-14	3	-2	4
CCCCCCOc1ccc(/C=N/NC(=O)C2CC2)cc1	2	2	-24	x	-3	1	-2	-3
COc1cccc(-c2ncc3ccccc3c2COC(=O)CCC(=O)O)c1	-1	-21	5	x	-1	-2	1	1
S=C(NCC1COc2ccccc2O1)Nc1ccc(Br)cc1 (stereo unspecified)	-4	x	34	-5	-3	-10	-3	-7
O=C1CSC(=S)N1N=Cc1ccc2c(c1)OCO2	0	x	-15	x	-18	-46	-2	x
CC(=O)c1ccc(NC(=O)C2CCCN2S(=O)(=O)c2ccc(F)cc2)cc1 (stereo unspecified)	0	13	-4	x	-13	5	-2	-3
COc1ccc(NC(=O)CN2C(=O)COc3ccc(S(=O)(=O)N4CCOCC4)cc32)cc1	-4	1	x	6	4	-4	-1	-5
CCCCc1nnc(NC(=O)c2ccc(-n3cncn3)c([N+](=O)[O-])c2)s1	0	3	-4	0	-19	-6	0	7
C[C@H](O)C#Cc1ccc2c(c1)O[C@H](CN(C)C(=O)C1CCC1)[C@H](C)CN([C@@H](C)CO)S2(=O)=O	-2	x	-5	x	x	-9	3	7
C[C@H]1CN([C@@H](C)CO)S(=O)(=O)c2ccc(-c3cncnc3)cc2O[C@@H]1CN(C)C(=O)NC1CCCC1	6	-7	-7	-2	-4	-6	19	0
CC(C)NC(=O)C1CCN(c2ccc(S(=O)(=O)N3CCOCC3)cc2Cl)CC1	2	0	-1	7	10	18	-9	-1
COc1ccc(-c2csc(NC(CO)c3nc4ccccc4n3Cc3ccc(C)cc3)n2)cc1 (stereo unspecified)	1	-1	-7	-4	25	-21	-6	-3
O=C(CCN1CCOCC1)NNC(=S)NC(=O)c1ccc(Br)cc1	1	0	13	x	2	-28	-3	x
Cc1cc(C)c(C)c(S(=O)(=O)NCc2ccc(C(=O)N3CCN(C)CC3)cc2)c1C	2	-1	x	x	-16	-2	5	4
COc1ccc(OCc2nnc(SCC(=O)c3ccccc3)o2)cc1	-1	x	-1	x	8	17	-5	-4
O=C(Cn1cncn1)N1CCN(c2ccc(F)cc2)CC1	-1	x	4	x	4	-17	2	-1
CC1CC(C)CN(CCOc2ccc(Br)cc2)C1 (stereo unspecified)	1	0	8	x	14	-13	1	x
COCCNC(=O)CCCCCNS(=O)(=O)c1ccc(C)cc1	-1	x	x	x	x	-19	-3	0

Carrying on:
SMILES	ERAP1 HTS inh	FN deposition inh	EWS-Fli block	PGC1a acetyl inh	PAX8 reporter	LGR2 antag	S100A4 MyoIIA	PglD inh
C[C@@H]1CCCCO[C@H](CN(C)C(=O)c2ccncc2)[C@@H](C)CN([C@@H](C)CO)C(=O)c2cc(NC(=O)c3ccncc3)ccc2O1	-3	2	x	-5	-1	4	-5	-8
COc1ccc(CN(Cc2cccn2C)S(=O)(=O)c2cccc(C(F)(F)F)c2)cc1	3	-6	12	-7	-7	0	-7	0
CCOC(=O)c1c(NC(=O)NC(C)(C)C)sc2c1CCN(C)C2	5	-2	3	-8	-11	17	-5	7
O=C(Nc1ncc([N+](=O)[O-])s1)c1ccco1	-1	6	-51	-2	x	-35	-2	-4
COCCN(C(=O)CSc1nc2ccc(OC)cc2[nH]1)c1c(N)n(Cc2ccccc2)c(=O)[nH]c1=O	1	9	-1	x	-2	-5	2	x
CN(C)CCCNc1nc2cc(-c3ccc(F)cc3)sc2c(=O)n1C	-2	4	-20	x	-25	2	1	-3
CCCc1cc(=O)c2c(O)ccc(OC)c2o1	-2	16	9	x	-14	5	-3	-20
CC(C)NC[C@H]1[C@@H](c2ccc(C3=CCCCC3)cc2)[C@@H](CO)N1C(=O)NC(C)C	1	14	8	-33	29	0	-8	3
COc1ccccc1N(CC(=O)NCc1ccccn1)S(C)(=O)=O	-2	x	5	0	x	6	-7	-4
COCCNC(=O)/C(C#N)=C/c1ccc(O)cc1	0	4	-4	x	3	11	-6	x
Cc1noc(C)c1S(=O)(=O)Nc1ccc2c(c1)C(=O)N([C@@H](C)CO)C[C@@H](C)[C@@H](CN(C)S(=O)(=O)c1c(C)noc1C)OCCCC[C@@H](C)O2	3	0	-5	-6	-1	3	-47	3
CN1C(=O)c2cc(NC(=O)Nc3ccccc3)ccc2OC[C@H]2O[C@@H](CC(=O)O)CC[C@@H]21	x	-11	2	x	6	-4	x	0
CC(=O)N(C)C[C@@H]1Oc2ncc(-c3ccccc3C)cc2C(=O)N([C@H](C)CO)C[C@@H]1C	-3	5	1	0	x	9	0	-1
COc1ccccc1C(=O)Nc1ccnn1C1CCN(C2CCSCC2)CC1	2	x	-8	-3	-12	-2	-21	-7
COc1cc(S(=O)(=O)n2ccc(C)n2)c(C)cc1C	-5	-5	-3	x	27	14	-3	x
CC(=O)N1CCn2c3c(c(=O)c4cc(C)ccc42)CCC31 (stereo unspecified)	x	-11	x	-5	18	x	x	15
Cc1nc2ccc(S(=O)(=O)N(C)CC(=O)NCc3ccc(N(C)C)cc3)cc2s1	-3	-5	-1	-28	9	3	14	-6
O=C(C1CCCCC1)N1CC(=O)N2[C@H](CO)[C@@H](c3ccc(-c4ccccc4F)cc3)[C@@H]2C1	0	0	0	-3	x	6	-17	x
C=C(C)C1CC=C(C)/C(=N/NC(=O)c2cccs2)C1 (stereo unspecified)	x	-1	x	0	-179	-39	x	-2
O=C(C1CC(=O)N(C2CCCCC2)C1)N1CCN(c2ccccc2)CC1 (stereo unspecified)	1	x	2	-5	9	-7	0	2
COc1c(Cl)cc(Cl)cc1/C=N/NC(=O)c1nnn(-c2nonc2N)c1CN1CCC(C)CC1	1	-8	-2	-5	-19	26	-2	-5
O=C(NC1CCCC1)c1cnc2n(c1=O)CCS2	x	-3	x	5	-2	x	x	2
COc1ccccc1CN1CC(C(=O)N2CCCCCCC2)CCC1=O (stereo unspecified)	-2	0	x	x	10	0	-2	2
c1ccc(COC2CCCN(Cc3nc(-c4cccs4)no3)C2)nc1 (stereo unspecified)	-1	x	-7	3	-2	6	10	x
CCCN1[C@@H]2c3ccc(-c4ccc(OC)cc4)c(=O)n3C[C@@H]2[C@@H](CO)[C@@H]1C(=O)N(C)C	1	x	-1	1	0	-12	19	0

Following part
SMILES	ERAP1 HTS inh	FN deposition inh	EWS-Fli block	PGC1a acetyl inh	PAX8 reporter	LGR2 antag	S100A4 MyoIIA	PglD inh
COc1cccc(S(=O)(=O)Nc2ccc3c(c2)[C@H]2C[C@H](CC(=O)N4CCCCC4)O[C@H](CO)[C@H]2O3)c1	-3	x	3	2	5	6	4	4
Cc1cccc(C)c1NC(=O)C1(C)c2cccc[n+]2CC(=O)N1Cc1cccs1 (stereo unspecified)	1	-5	2	-1	-2	x	-5	3
O=C(CCc1nnc2ccc(NCc3ccc(Cl)cc3)nn12)NC1CCCCC1	-4	6	9	-5	-18	7	-5	0
CCOc1cccc(C(=O)Nc2ccc3oc(-c4cccnc4)nc3c2)c1	7	10	-65	x	-11	16	-4	x
CC(C)NC(=O)N(C)C[C@@H]1Oc2ncc(C3=CCCCC3)cc2C(=O)N([C@H](C)CO)C[C@@H]1C	-3	0	-4	-63	13	34	-2	0
N#Cc1ccc(C(=O)Nc2cccc(NC(=O)c3ccco3)c2)c(F)c1	-3	x	-6	1	12	-1	-3	3
COc1ccc2c3c([nH]c2c1)[C@@H](CO)N(C(=O)C1CCOCC1)CC31CN(Cc2nccs2)C1	-3	x	14	5	x	-2	1	x
CCOc1ccc2oc(-c3ccccc3)c(C(N)=O)c2c1	0	3	-27	5	-36	-14	2	2
Clc1cccc(CN2CCSCC2)c1Cl	1	-22	2	-1	2	5	-1	-6
COc1ccc(NC(=O)Nc2ccc3c(c2)C(=O)N([C@@H](C)CO)C[C@H](C)[C@H](CN(C)Cc2ccc4c(c2)OCO4)O3)cc1	0	-4	-6	-9	5	16	10	-2
O=C(CNS(=O)(=O)c1ccc(Br)cc1Cl)OCC(=O)c1ccc[nH]1	2	-10	1	3	-15	15	7	3
COc1ccc([N+](=O)[O-])cc1NC(=O)C1CCCN1S(=O)(=O)c1cccs1 (stereo unspecified)	2	x	9	x	12	0	-1	-5
Cc1nc(NCc2ccc3c(c2)OCO3)c2nnn(Cc3ccccc3)c2n1	x	3	x	7	x	-23	x	1
COc1cc(Cl)c(C)cc1NC(=O)CN1C(=O)C2CCCCC2C1=O (stereo unspecified)	4	1	6	5	22	x	-2	1
COC(=O)[C@H](Cc1ccccc1)NC(=O)CC[C@H]1O[C@@H](n2ccc(=O)[nH]c2=O)[C@H](O)[C@@H]1O	1	9	2	-10	8	x	1	-1
COC(=O)c1ccccc1OCc1cc(=O)oc2ccc(C)cc12	3	-6	4	x	6	-5	8	x
NC(=O)C1CCN(Cc2ccc(OCc3ccccc3)cc2)CC1	0	-2	-83	13	-94	-22	1	5
Cc1ccc(Cn2c(SC(C)C(N)=O)nc3ccccc3c2=O)cc1 (stereo unspecified)	0	-23	6	-3	-23	5	39	x
CCC(C)NC(=O)c1ccc(CS(=O)(=O)Cc2ccc(Cl)cc2)o1 (stereo unspecified)	x	-5	x	12	x	-2	x	4
COc1cccc(NC(=O)c2cccnc2)c1	x	4	x	48	-25	x	x	-1
COc1ccc(C(=O)Oc2ccc(/C=N/Nc3ccc(Cl)c(C(=O)O)c3)cc2OC)cc1	14	3	-95	x	-37	-43	2	0
CNC[C@H]1Oc2ccc(NC(=O)NC(C)C)cc2CC(=O)N([C@@H](C)CO)C[C@@H]1C	-1	x	-5	6	91*	-8	-21	-1

Record cards (already shown). Screens in order: ERAP1 HTS inh | FN deposition inh | EWS-Fli block | PGC1a acetyl inh | PAX8 reporter | LGR2 antag | S100A4 MyoIIA | PglD inh
Listed for CNC[C@H]1Oc2ccc(NC(=O)NC(C)C)cc2CC(=O)N([C@@H](C)CO)C[C@@H]1C → -1 | x | -5 | 6 | 91* | -8 | -21 | -1
Listed for O=C(CCc1nnc2ccc(NCc3ccc(Cl)cc3)nn12)NC1CCCCC1 → -4 | 6 | 9 | -5 | -18 | 7 | -5 | 0
Listed for CC(C)NC(=O)N(C)C[C@@H]1Oc2ncc(C3=CCCCC3)cc2C(=O)N([C@H](C)CO)C[C@@H]1C → -3 | 0 | -4 | -63 | 13 | 34 | -2 | 0
Listed for CCOc1ccc2oc(-c3ccccc3)c(C(N)=O)c2c1 → 0 | 3 | -27 | 5 | -36 | -14 | 2 | 2
